From PubChem
S2 tox: Viability Counterscreen for Primary qHTS for Inhibitors of ATXN expression; S2 cells (HEK-293 line with an ATXN2-luciferase reporter) viability, CellTiter-Fluor protease fluorescence, 24 h; Potency, µM (titrated, usually from 56.7 µM), most hits filed as cytotoxic; 0.49% of 400,000 active; AID 651635, 2014; further: potency means the concentration at half of the fitted maximal effect; nearly all actives have a fitted effect of over 40% in size
Nrf2 ARE act: qHTS of Nrf2 Activators | AREc32 ARE-luciferase reporter (MCF7-derived line), luminescence, 24 h | Potency, µM (highest dose often 46.1 µM), for the others: at the highest dose activation, hits mostly activators | 0.31% of 410,000 active | AID 624171, 2012; further: potency means the concentration at half of the fitted maximal effect; % of control where 0% means no effect; nearly all actives have a fitted effect of over 65% in size
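Nrf2 activation is followed as ARE-luciferase induction in the AREc32 line after one day of compound treatment; luminescence is read with Steady-Glo.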
Akt phos inh: HTS Assay for Inhibitors of Akt Phophorylation: Primary Screen. Neuro2A IGF-stimulated pAkt S473 HTRF, 20 min; active compounds read low. activity change, % for hits at 50 µM. 0.32% of 360,000 active; in the data active means activity change below about -80%; inconclusive means mostly about -51% to -80%; further: on the % scale 0 is the no-effect control and ±100 the full control effect
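Neuro2A cells in DMEM with 0.5% FBS, overnight at 37 deg C, given compound at single 50 µM final, then IGF (6 nM final) for 20 min at 37 deg C. Lysed; phospho-Akt Ser473 by HTRF after 24 h, 665/615 ratio.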
HepG2 viability: qHTS for Inhibitors of TGF-b: Cytotox Counterscreen; Potency, µM (doses to about 46.1 µM), for inactives: at the highest dose activity change, negative = cytotoxicity, usual class: cytotoxic; 0.76% of 410,000 active; HepG2 CAGA-GFP viability, ATP luminescence, 18 h; AID 588856, 2011; further: potency means the concentration at half of the fitted maximal effect; some results filed as inactive show a strong effect at the top dose
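HepG2 CAGA-GFP cells (1000/well, DMEM with 1% FBS) received compound, then TGF-beta at 500 pg/mL final, and were incubated 18 hours at 37 degrees C. Viability was read by CellTiter-Glo luminescence. Media-only wells were set as complete cell-killing and DMSO as no toxicity.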
Nrf2 block: Nrf2 qHTS screen for inhibitors; AID 504444, 2011; A549 ARE-Fluc reporter, luciferase luminescence, 18-24 h; Potency, µM (doses to about 46 µM), for inactives: at the top dose activity change, negative = inhibition, usual class: inhibitors; 2.1% of 360,000 active; further: potency means the concentration at half of the fitted maximal effect; on the % scale 0 is the no-effect control and ±100 the full control effect; nearly all actives have a fitted effect of over 60% in size
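Nrf2 activity is the BugLite luminescence, read 15 min after reagent at room temperature, following CellTiter-Fluor cytotoxicity readout (30 min, 37C). Compound titrations were applied for 18-24 h to 5000 A549 ARE_Fluc cells/well in 5% FBS OPTI-MEM.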
MmCpn inh: Inhibitors of TCP-1 ring complex (TRiC) of Methanococcus maripaludis (MmCpn): qHTS; Chaperonin Mm-Cpn (Methanococcus maripaludis); purified Mm-Cpn ATPase, ADP Transcreener TR-FRET; Potency, µM (top dose mostly 76.9 µM), for inactives: top-dose activity, negative = inhibition, most hits filed as inhibitors; 0.031% of 330,000 active; further: potency means the concentration at half of the fitted maximal effect; on the % scale 0 is the no-effect control and ±100 the full control effect; nearly all actives have a fitted effect of over 80% in size
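25 nM Mm-CPN + cpd, 10 min 37°C; + 10 uM ATP, 30 min 37°C; buffer 30 mM Tris pH 7.4, 100 mM KCl, 5 mM MgCl2, 1 mM DTT; Transcreener ADP HTRF detection 30 min RT.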
TGFb inhibitor: qHTS for Inhibitors of TGF-b. AID 588855, 2011. Potency, µM (highest dose often 46.1 µM), for inactives: top-dose activity, negative = inhibition, hits mostly inhibitors. 1.2% of 410,000 active. HepG2 CAGA-GFP TGF-b/SMAD3 reporter, GFP fluorescence, 18 h; TGF-beta stimulated, 500 pg/mL final; further: potency means the concentration at half of the fitted maximal effect; on the % scale 0 is the no-effect control and ±100 the full control effect; nearly all actives have a fitted effect of over 65% in size
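HEPG2 CAGA-GFP cells (1000/well, DMEM with 1% FBS) were pre-incubated 2 h at 37 degrees C, given compound by pin tool, then stimulated with TGF-beta at 500 pg/mL final for 18 h before per-cell GFP fluorescence imaging.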
A549 tox: Nrf2 qHTS screen for inhibitors: counterscreen for cytotoxicity | Potency, µM (titrated, usually from 46 µM), for inactives: at the highest dose activity change, negative = cytotoxicity, most hits filed as inhibitors | 0.16% of 390,000 active | A549 ARE-Fluc cells, CellTiter-Fluor viability, 18-24 h; further: potency means the concentration at half of the fitted maximal effect; on the % scale 0 is the no-effect control and ±100 the full control effect
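A549 ARE_Fluc cells in 5% FBS OPTI-MEM were exposed to compounds in concentration-response for 18-24 h at 37 deg C. Viability was read by CellTiter-Fluor fluorescence (Ex 405/Em 525) after 30 min, before the luciferase read.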
CCT modulator: High-Throughput Screening for Modulators of Cytosolic Chaperonin Activity; purified chaperonin ATPase assay, HTRF ADP detection, 30 min; activity change, % (test concentration not listed), hits read low; 0.3% of 360,000 active; in the data active means activity change below about -30%; further: on the % scale 0 is the no-effect control and ±100 the full control effect
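TRiC (40 or 20 nM final, by batch activity) in 30 mM Tris pH 7.4, 100 mM KCl, 5 mM MgCl2, 1 mM DTT was treated with compound at 76 uM single dose, then 10 uM ATP, 30 min at 37 °C. ADP was read by HTRF Transcreener.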
The depositor's hits bear a star; i = inactive; ? = inconclusive; · = not tested or not shown; & = joins results of further samples. Unless noted, the call rests on the fitted dose curve; in most records, active means well fitted curve in the direction sought with a large enough effect; inconclusive means small, poorly fitted or top-dose-only effect, or another doubt; inactive means no such curve, though single readings can be large; an effect the other way counts as inactive or inconclusive. Compounds were not picked by outcome; 4.4% or so of the library scored in one or more.

SMILES	S2 tox	Nrf2 ARE act	Akt phos inh	HepG2 viability	Nrf2 block	MmCpn inh	TGFb inhibitor	A549 tox	CCT modulator
CCN(c1ccc(NC(=O)CCc2nc3sc4c(c3c(=O)[nH]2)CCCC4)cc1)C(C)C	i	15.0%	i	-36.3%	?	-0.6%	?	-22.6%	-4.7
O=C(N/N=C/c1ccccc1O)C(=O)N1CCCCCC1	i	0.2%	i	-13.2%	-8.4%	2.9%	3.5%	-8.6%	0.4
CCOc1ccc(Nc2oc(-c3cccs3)nc2C#N)cc1	i	2.1%	i	-19.2%	16.4µM*	·	-0.7%	-20.0%	0.3
Cc1cc(Cl)ccc1OCC(=O)Nc1ccc(CN2CCOCC2)cc1	i	0.0%	i	-6.8%	?	-1.6%	-25.8%	-5.6%	0.1
CCC(=O)c1ccc(OCC(O)CN2CCN(S(=O)(=O)N3CCCCC3)CC2)cc1 (stereo not drawn)	i	0.1%	i	-7.5%	·	-2.2%	-6.6%	12.7%	-0.7
COc1ccc(-c2nc(NC(=O)CSc3nnc4ccccn34)ns2)cc1	i	-0.5%	i	10.8%	?	-3.2%	6.6%	-5.1%	-6.5
CCOC(=O)C(C#N)=C1CCN(Cc2ccccc2)CC1	i	-0.1%	i	-32.2%	-17.1%	-2.2%	-1.3%	0.0%	-4.1
O=C(c1ccc(NC2=NC3CS(=O)(=O)CC3S2)cc1)N1CCc2ccccc2C1 (stereo not drawn)	i	1.9%	i	-7.4%	0.5%	2.7%	-0.3%	-0.2%	-1.0
C[C@@H](CSc1ccccc1)CN1CC[C@H](NC(=O)OCc2ccccc2)CCC1=O	i	2.9%	i	-26.5%&-24.3%	?	-2.0%	-26.4%&-23.3%	-7.8%	-0.4
CN(C)c1ccc(Nc2nc(N)c([N+](=O)[O-])c(N3CCOCC3)n2)cc1	i	4.2%	i	-22.2%	-7.5%	-8.5%	-29.3%	-0.3%	-2.0
O=C(NCCN1CCOCC1)c1cnn2c(-c3ccccc3)cc(-c3ccccc3)nc12	i	3.7%	i	-19.2%	?	1.9%	-0.6%	?	-2.5
CC(C)(C)OC(=O)NCc1ccc(NC(=O)c2nc[nH]c2C(=O)NCCCCNC(=O)c2[nH]cnc2C(=O)Nc2ccc(CNC(=O)OC(C)(C)C)cc2)cc1	i	0.1%	i	2.4%	?	0.8%	-21.1%	-17.3%	-1.9
COc1ccc(-c2noc(CN3CCCCC3c3nccn3C)n2)cc1 (stereo not drawn)	i	0.4%	i	-17.9%	-2.4%	-1.2%	3.4%	4.7%	-0.9
O=C(CCNS(=O)(=O)c1ccccc1F)NCc1ccc2c(c1)OCO2	i	-0.2%	i	1.5%	16.3%	-0.8%	-3.5%	-4.5%	0.6
COc1ccc(S(=O)(=O)N2CCOC2CNC(=O)C(=O)NCCc2ccccc2OC)cc1C (stereo not drawn)	i	0.7%	i	-22.5%	?	-2.0%	1.9%	2.2%	1.5
Cc1cn([C@H]2C[C@H](O)[C@@H](CCC(=O)NCc3ccco3)O2)c(=O)[nH]c1=O	i	-0.1%	i	-0.7%	4.3%	·	?	5.1%	-0.6
O=C(NCCN1CCOCC1)c1ccc(=O)oc1	i	0.1%	i	2.9%	19.6%	1.9%	-13.5%	0.9%	-0.9
O=C(CN1CCCCC1)Nc1cc(Cl)ccc1Oc1ccccc1	i	-0.8%	i	8.0%	?	-0.8%	7.6%	-4.8%	-1.5
O=C(Cc1ccc(-n2c(=O)c3sccc3n(CC(=O)Nc3ccccc3)c2=O)cc1)NCc1ccco1	i	0.1%	i	-0.8%	4.5%	2.9%	-4.5%	-2.8%	-0.8
Cc1csc(NC(=O)CCc2c(C)nc3cc(-c4ccc(Cl)cc4)nn3c2C)n1	i	-2.4%	i	-22.8%	1.46µM*	1.6%	?	0.0%	-2.2

Single records, as listed above. Screens in order: S2 tox | Nrf2 ARE act | Akt phos inh | HepG2 viability | Nrf2 block | MmCpn inh | TGFb inhibitor | A549 tox | CCT modulator
O=C(CCNS(=O)(=O)c1ccccc1F)NCc1ccc2c(c1)OCO2 in the list: i | -0.2% | i | 1.5% | 16.3% | -0.8% | -3.5% | -4.5% | 0.6
Cc1cn([C@H]2C[C@H](O)[C@@H](CCC(=O)NCc3ccco3)O2)c(=O)[nH]c1=O in the list: i | -0.1% | i | -0.7% | 4.3% | · | ? | 5.1% | -0.6

Further structures:
SMILES	S2 tox	Nrf2 ARE act	Akt phos inh	HepG2 viability	Nrf2 block	MmCpn inh	TGFb inhibitor	A549 tox	CCT modulator
COc1ccc(S(=O)(=O)N2CCN(c3nc(-c4cccs4)nc4ccccc34)CC2)cc1OC	·	·	·	3.0%	?	·	5.3%	3.4%	·
Cc1cccc(OCC(=O)Nc2ccc3c(c2)C(=O)NC3=O)c1	i	-1.0%	i	-10.5%	-12.7%	-0.3%	3.0%	-3.2%	1.0
Cc1cc(C)cc(NC(=O)Nc2ccc3c(c2)N(C)C(=O)CS3)c1	i	2.6%	i	-7.8%	?	0.6%	-13.9%	12.0%	-4.5
Cc1cc(C)cc(NC(=O)C2C3C=CC4(O3)C2C(=O)N(CCN2CCCCC2)C4C(=O)NC2CCCCC2)c1 (stereo not drawn)	i	-0.3%	i	-31.0%	8.2%	-0.1%	-25.6%	-7.3%	-7.4
COc1ccc(/C=N/NC(=O)c2ccc(=O)n(C)c2)cc1OC	i	-0.4%	i	0.2%	?	-8.5%	-6.2%	-2.8%	0.2
CCOc1cc(S(=O)(=O)NCCc2cccc(C)c2)c(OCC)cc1-n1cnnn1	i	-0.4%	i	6.4%	-11.2%	0.7%	-6.4%	13.3%	1.2
CN(C)P(=O)(Nc1cccc2ccccc12)Nc1cccc2ccccc12	?	-0.9%	i	-30.5%	-21.4%	-0.2%	-17.5%	-1.7%	-1.2
CC1(c2ccccc2Cl)NC(=O)N(CC(=O)N2CCc3ccccc3C2)C1=O (stereo not drawn)	i	-0.6%	i	-14.6%	-15.3%	-22.2%	-11.1%	-5.1%	0.9
CCOc1ccc(S(=O)(=O)N2CCN(CN3C(=O)CC4(CCCC4)C3=O)CC2)cc1	i	-0.2%	i	5.6%	11.1%	1.5%	-3.2%	-0.9%	-4.2
Cc1ccc(C)c(CC(=O)N2CCCC(c3cc(C(=O)NCc4cccnc4)no3)C2)c1 (stereo not drawn)	i	-1.0%	i	-10.8%	·	·	3.5%	·	-0.1
O=[N+]([O-])c1c(Nc2cccc(O)c2)cc(Cl)c2nonc12	10µM*	-1.5%	i	3.55µM*	?	-18.7%	3.55µM*	?	0.3
COc1cccc(/C=C/C(=O)c2cccc([N+](=O)[O-])c2)c1OC	i	32.9%	i	-13.2%	-16.5%	-21.6%	?	-0.9%	-3.2
CC(=O)c1c[nH]c(C(=O)NCc2ccccc2Cl)c1	i	2.8%	i	-1.0%	-16.4%	2.3%	15.6%	2.8%	-2.4
CC1(C)CC(=O)/C(=C(\O)Cc2ccccc2)C(=NCCCCCC(=O)O)C1	i	-0.4%	i	-15.7%	-7.4%	2.1%	3.5%	-0.9%	-4.0
Cc1ccc(S(=O)(=O)CC2CSc3nc4ccccc4n32)cc1 (stereo not drawn)	i	-0.6%	i	1.8%	0.731µM*	0.6%	-14.8%	0.4%	0.0
CC(=O)Nc1sc(-c2ccccc2)nc1-c1ccccc1	i	0.6%	i	-10.8%	-21.1%	-9.2%	-4.9%	-8.5%	1.8
CCCc1cc(NC(=O)COC(=O)c2nccnc2N)n(-c2ccccc2)n1	·	-0.2%	i	-38.1%	1.7%	-1.9%	-9.8%	1.2%	0.0
Cc1ccc(C)c(NC(=O)CCN2CCOCC2)c1	i	0.0%	i	-2.8%	-4.3%	-0.4%	-7.0%	-7.0%	-3.7
C=CCc1cccc2cc(C(=O)N3CCN(C(=O)c4ccco4)CC3)c(=O)oc12	i	0.0%	i	-10.6%	-17.6%	0.0%	-15.2%	0.9%	0.4
COc1ccc(NC(=O)c2ccc3c(c2)N(Cc2cccc(Cl)c2)C(=O)c2ccccc2S3=O)cc1Cl (stereo not drawn)	?	-0.5%	·	2.4%	·	·	-9.0%	3.4%	·
Cc1c(Cl)cccc1NC(=O)CSc1ccc(-c2ccccn2)nn1	·	2.1%	·	-14.2%	7.4%	·	?	-1.2%	·
CCCCN(C)CCCNC(=O)C1CCN(S(=O)(=O)CCC)CC1	i	-0.6%	·	-2.1%	·	·	6.9%	4.9%	·
Cc1ccccc1C(=O)NC(=S)NC1CC1	i	0.7%	i	-11.0%	?	1.1%	-4.8%	9.0%	1.9
COc1ccc2cc(C(c3nnnn3CC3CCCO3)N3CCOCC3)c(=O)[nH]c2c1 (stereo not drawn)	i	0.0%	i	-13.8%	10.4%	-5.6%	16.0%	-0.1%	-4.4
NS(=O)(=O)c1ccc(CNC(=O)/C=C/c2ccc(S(=O)(=O)N3CCOCC3)cc2)cc1	i	0.1%	i	1.3%	5.0%	0.2%	-3.9%	4.8%	-2.4
O=C(Cc1n[nH]c(=O)[nH]c1=O)N/N=C/c1ccccc1	i	-0.2%	i	-1.2%	3.9%	0.3%	-7.8%	-5.8%	1.1
CCOC(=O)C1CCN(C(=O)c2ccc(C)c(S(=O)(=O)N3CCCC3)c2)CC1	i	0.3%	i	12.5%	4.0%	0.2%	4.6%	-0.5%	4.4
COc1cc(/C=C/C(=O)O)cc(S(=O)(=O)Nc2cc(S(=O)(=O)N3CCCCC3)ccc2Cl)c1OC	i	0.5%	i	-4.5%	·	·	0.7%	·	1.7
CC1CN(S(=O)(=O)c2ccc(CN3C(=O)c4cccnc4C3=O)s2)c2ccccc2O1 (stereo not drawn)	i	-1.4%	i	9.9%	-9.4%	1.8%	6.1%	7.9%	-1.6
